High-throughput results: PubChem BioAssay, The Scripps Research Institute Molecular Screening Center
FBW7 activator: activators of human E3 ligase FBW7; AlphaScreen FBW7–phospho-cyclin E peptide binding, activator screen; normalized activity (activation), % at 26.1 µM; 0.13% of 650,000 active; AID 1259310; in the data active = normalized activity above about 1.9%;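 note: purified mutant Fbw7 with reduced substrate affinity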
GPR151 activ: activates the human receptor GPR151; Q8TDV0; PathHunter beta-arrestin GPR151 cells, luminescence; activation, % at 11.2 µM; 1% of 650,000 active; AID 1508602; in the data active = activation above about 4.9%;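 note: 0% = median of compound wells and 100% = cells with positive control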
Target sequence (Q8TDV0 whole entry, looked up): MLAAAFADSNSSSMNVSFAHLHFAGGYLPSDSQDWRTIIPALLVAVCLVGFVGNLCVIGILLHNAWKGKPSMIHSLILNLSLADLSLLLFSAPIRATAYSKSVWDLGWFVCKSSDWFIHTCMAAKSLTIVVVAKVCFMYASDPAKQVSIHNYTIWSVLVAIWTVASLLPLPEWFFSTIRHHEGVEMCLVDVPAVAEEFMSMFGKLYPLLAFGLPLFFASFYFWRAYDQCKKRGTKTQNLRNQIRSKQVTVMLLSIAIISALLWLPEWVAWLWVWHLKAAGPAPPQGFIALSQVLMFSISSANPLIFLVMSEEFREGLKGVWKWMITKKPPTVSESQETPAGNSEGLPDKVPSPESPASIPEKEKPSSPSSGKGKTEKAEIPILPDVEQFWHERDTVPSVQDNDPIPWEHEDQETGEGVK
TEAD-YAP inh: TEAD-YAP interaction inhibition; inhibition, % at 9.12 µM; 1.4% of 640,000 active; HEK-TIYL cells, TEAD-Gal4/YAP UAS-luciferase luminescence; in the data active = inhibition above about 32%;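 note: 0% = median of test compound wells and 100% = reference inhibitor wells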
MITF primary: inhibitors of human MITF. 0.91% of 650,000 active. AlphaScreen MITF homodimerization, bead proximity signal. O75030. inhibition, % at 2.6 µM; in the data active = inhibition above about 50%;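 note: 0% = vehicle wells with protein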
Target sequence (O75030 whole entry, looked up): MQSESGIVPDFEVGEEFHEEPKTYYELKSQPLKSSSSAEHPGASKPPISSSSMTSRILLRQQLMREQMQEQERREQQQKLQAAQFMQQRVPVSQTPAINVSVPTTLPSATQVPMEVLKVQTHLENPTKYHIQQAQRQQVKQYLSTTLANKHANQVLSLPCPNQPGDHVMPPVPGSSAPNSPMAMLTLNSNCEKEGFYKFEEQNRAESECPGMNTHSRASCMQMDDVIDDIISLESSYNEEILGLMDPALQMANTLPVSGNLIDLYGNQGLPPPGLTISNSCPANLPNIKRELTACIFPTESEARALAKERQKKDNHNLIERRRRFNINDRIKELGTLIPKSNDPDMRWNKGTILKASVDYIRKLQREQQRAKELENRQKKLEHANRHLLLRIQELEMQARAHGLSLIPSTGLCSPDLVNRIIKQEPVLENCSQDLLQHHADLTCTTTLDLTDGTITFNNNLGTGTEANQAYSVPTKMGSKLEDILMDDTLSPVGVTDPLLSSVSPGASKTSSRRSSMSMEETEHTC
Starred values were filed as active, the others as inactive.

SMILES	FBW7 activator	GPR151 activ	TEAD-YAP inh	MITF primary
COc1ccc(CNc2ccc(C(=O)N3CCN(C)CC3)cc2S(=O)(=O)Nc2cccc(OC)c2)cc1	0.0	-0.2	5.1	5.9
CCOc1cc(/C=C(\C#N)C(=O)NCCN2CCOCC2)ccc1O	0.0	1.6	15.1	13.4
O=C(Nc1ccc(Br)cc1)C1C2C=CC3(O2)C1C(=O)N(Cc1cccs1)C3C(=O)NC1CCCCC1 (centres undefined)	0.0	-0.2	-15.2	-12.3
COc1cccc(NCC(O)Cn2c3ccc(Cl)cc3c3cc(Cl)ccc32)c1 (centres undefined)	0.1	0.1	-4.2	14.2
Cc1cc(C)cc(OCc2nc(-c3cccc([N+](=O)[O-])c3)no2)c1	0.0	3.5	7.6	-8.6
COc1ccc(-c2cc3nc4c(c(NCc5cccnc5)n3n2)CCC4)cc1OC	0.0	0.6	35.5*	-2.8
CCCCCCOc1ccc(/C=N\NC(=O)CCc2n[nH]c(=O)[nH]c2=O)cc1OC	0.0	-1.2	-15.4	3.9
COc1cc(-c2noc(C3CC(=O)N(c4ccc(C(C)C)cc4)C3)n2)cc(OC)c1OC (centres undefined)	0.0	-0.9	0.5	12.8
O=C(NCc1cccnc1)c1c(C(F)(F)F)nc2ccccn12	0.1	0.7	2.7	11.1
COc1cc2c(cc1OC)C(c1cc3ccc(C)cc3[nH]c1=O)N(S(C)(=O)=O)CC2 (centres undefined)	0.6	-1.1	-3.3	6.8
CCOC(=O)c1nn(-c2ccc(C)cc2)c(=O)c2c(NC(=O)CC)scc12	-0.1	-0.4	15.0	8.3
Cc1ccc(C(=O)NCCCN2CCOCC2)c2ccccc12	-0.1	-0.2	-1.3	-3.2
COc1cccc(Nc2ncnc3sc(C)c(C)c23)c1	0.4	0.3	5.4	-10.7
Cc1ncn(-c2ccc(Nc3nccc(Nc4ccc5cnccc5c4)n3)cc2)n1	1.4	3.4	-0.5	11.8
O=C1NC2(CCCCC2)C(=O)N1CCOc1cccc(Br)c1	0.3	-0.7	2.5	13.8
O=C(CC(=O)Nc1ccc2nc3n(c(=O)c2c1)CCCCC3)NCc1ccco1	0.9	0.8	-25.1	30.5
CN(C)S(=O)(=O)c1ccc(S(=O)(=O)N(Cc2ccccc2F)C2CC2)cc1	0.0	0.2	5.9	0.7
Cn1c(Cc2ccc3c(c2)OCO3)nnc1SCC(=O)N1CCCC1	0.1	-0.8	6.2	14.8
NC(=O)CNc1nc(-c2ccccc2)c2cc([N+](=O)[O-])ccc2n1	0.0	-0.3	10.6	-0.9
Cc1ccc(-n2c(SC(C)C)nc3c(c2=O)SCC3)cc1	-0.2	0.1	-10.6	3.2

Part of the list above in order of SMILES length, smallest number first.
SMILES	FBW7 activator	GPR151 activ	TEAD-YAP inh	MITF primary
Cc1ccc(C(=O)NCCCN2CCOCC2)c2ccccc12	-0.1	-0.2	-1.3	-3.2
Cn1c(Cc2ccc3c(c2)OCO3)nnc1SCC(=O)N1CCCC1	0.1	-0.8	6.2	14.8
Cc1ncn(-c2ccc(Nc3nccc(Nc4ccc5cnccc5c4)n3)cc2)n1	1.4	3.4	-0.5	11.8
O=C(CC(=O)Nc1ccc2nc3n(c(=O)c2c1)CCCCC3)NCc1ccco1	0.9	0.8	-25.1	30.5
CN(C)S(=O)(=O)c1ccc(S(=O)(=O)N(Cc2ccccc2F)C2CC2)cc1	0.0	0.2	5.9	0.7
CCCCCCOc1ccc(/C=N\NC(=O)CCc2n[nH]c(=O)[nH]c2=O)cc1OC	0.0	-1.2	-15.4	3.9

(cont.)
SMILES	FBW7 activator	GPR151 activ	TEAD-YAP inh	MITF primary
Cn1c(CCC(=O)O)nc2ccccc21	0.1	-1.6	3.8	10.3
O=C(Nc1ccc2c(c1)CN(Cc1ccoc1)CC2)C1CCCO1 (centres undefined)	0.1	-0.2	7.0	12.3
COc1ccc(CCNC(=O)Nc2ccc(C)cc2)cc1	0.2	-0.1	-20.9	16.1
Cc1cccc(NC(=O)Cn2c(=O)n(CCCCC(=O)NCCC(C)C)c(=O)c3ccccc32)c1	-0.3	-0.3	7.4	1.9
O=C(Cn1ccc2ccc([N+](=O)[O-])cc21)N1CCc2ccccc21	0.1	4.6	0.1	3.4
O=C1NC(NS(=O)(=O)c2ccccc2)(C(F)(F)F)C(=O)N1Cc1ccco1 (centres undefined)	-0.2	1.1	2.5	9.7
CCOC(=O)C1=C(O)/C(=C/c2cc(C)n(-c3ccc(C)c(C)c3)c2C)N=C1C	-0.1	2.2	8.8	-6.8
CC(C)(C)C(=O)c1no[n+]([O-])c1C(=O)C(C)(C)C	0.0	0.5	-0.5	3.3
Cc1ccc(Cl)cc1NC(=O)c1ccc(N2CC3CC(C2)c2cccc(=O)n2C3)c(NC(=O)c2ccc(C(C)(C)C)cc2)c1 (centres undefined)	0.0	-0.7	4.6	3.8
COc1cccc(CNC(=O)C(=O)Nc2cc(OC)ccc2OC)c1	-0.3	-0.1	3.6	-4.3
CCOC(=O)CNC(=S)N(Cc1cc(OC)c(OC)c(OC)c1)C1CCCC1	0.7	1.2	-8.6	2.0
C=CC[n+]1c(-c2ccc(Cl)cc2)csc1Nc1c(C)cc(C)cc1C	0.0	0.9	19.5	12.3
N#Cc1ccccc1NC(=O)c1ccc(Br)s1	0.0	-0.2	-51.4	8.2
COc1ccc2nc(C3C(=O)c4ccccc4C3=O)ccc2c1	-0.1	-3.2	82.9*	13.7
O=C(NCC1CC(=O)N(c2ccc3c(c2)OCO3)C1)c1cccc(F)c1 (centres undefined)	0.1	0.5	10.1	11.5
CC(C)(C)OC(=O)NC1CCN(S(=O)(=O)c2ccc3c(c2)OCCO3)CC1	1.0	-0.3	7.6	11.1
COc1ccc([N+](=O)[O-])cc1NCc1ccccc1C	0.1	-0.2	-9.1	15.9
COC(=O)C1=CN(C)C=C(C(=O)OC)C1c1ccc(OC)c(Br)c1	0.2	1.6	4.0	-4.5
CC(=O)C1=C(Nc2ccc(C)cc2)CC(C)(O)C(C(C)=O)C1c1ccc(F)cc1 (centres undefined)	0.2	1.7	-3.1	1.9
CCn1cc(CN2CCN(CCC(C)C)C(CCO)C2)c(C)n1 (centres undefined)	0.1	0.1	6.9	10.4

Complete entries, looked up by structure:
`CCn1cc(CN2CCN(CCC(C)C)C(CCO)C2)c(C)n1` (centres undefined) in the list: FBW7 activator = 0.1; GPR151 activ = 0.1; TEAD-YAP inh = 6.9; MITF primary = 10.4
`COc1cccc(CNC(=O)C(=O)Nc2cc(OC)ccc2OC)c1` in the list: FBW7 activator = -0.3; GPR151 activ = -0.1; TEAD-YAP inh = 3.6; MITF primary = -4.3

(more compounds)
SMILES	FBW7 activator	GPR151 activ	TEAD-YAP inh	MITF primary
Cc1nc(N2CCC(C)CC2)c2c(C)c(C(=O)NC3CCCCC3)sc2n1	-0.1	0.9	-10.4	-6.7
CCCCS(=O)(=O)N1CCN(CC(=O)c2cccs2)CC1	-0.3	0.0	2.5	60.6*
CCCS(=O)(=O)Nc1cccc(-c2nc3cccnc3s2)c1	-0.1	-0.1	-36.9	-36.9
CCOc1ccc(C2=C(C(C)=O)Sc3nncn3N2C(C)=O)cc1	-0.1	-0.4	-1.9	4.6
COc1cc(C)c(NC(=O)C2CCN(c3nc(C)cc(C)n3)CC2)cc1C(C)C	-0.1	-0.5	9.8	-14.7
COc1cc(/C=C2\SC(N(C)c3ccc(O)cc3)=NC2=O)ccc1O	0.0	-0.5	13.3	-2.7
Cc1ccccc1CN1C(=O)C(O)(C(C)C(=O)c2ccccc2)c2ccccc21 (centres undefined)	0.7	1.4	-15.0	12.6
CCN(CC)CCNc1nnc2c3ccccc3n(C)c2n1	0.6	-0.9	-0.8	11.9
Cc1nn(-c2ccccc2)c2c1C(c1ccc(Cl)c(Cl)c1)C(C#N)=C(N)O2 (centres undefined)	-0.6	-0.8	-3.7	-3.4
Cc1cccc(Cn2c(C)nc3c(NS(C)(=O)=O)c(C)c(C)cc32)c1	0.1	-1.1	-5.4	5.5
c1ccc(CN2CCC(Nc3nc(NCCN4CCOCC4)c4[nH]cnc4n3)CC2)cc1	0.0	-0.4	3.5	9.3
O=C(CNS(=O)(=O)c1ccc(NCc2ccco2)c([N+](=O)[O-])c1)NC1CCCCC1	0.2	3.1	4.8	-5.5
O=C(CCC1CCCN(Cc2cccc3nccnc23)C1)N1CCN(c2ccccn2)CC1 (centres undefined)	0.1	-0.9	-0.6	3.1
O=C(Nc1ccccc1)c1cc(N2CCC(N3CCOCC3)CC2)nc2ccccc12	0.0	-1.9	5.4	0.5
Cc1cc(C)nc(NS(=O)(=O)c2ccc(NC(=O)CSc3nc4ccccc4s3)cc2)n1	0.1	-0.5	12.5	-4.6
CCOC(=O)CNc1ccc(I)cc1	-0.1	0.2	5.9	8.7
Cc1ccc(NC(=O)CCC(=O)N/N=C/c2ccc(Cl)cc2Cl)cc1	0.0	1.5	3.4	2.7
O=C1c2cccnc2C(=O)N1Cc1ccc(S(=O)(=O)Nc2cccc(Cl)c2)s1	-0.2	-1.0	2.8	6.7
CC(C)(C)c1ccc(OCc2n[nH]c(=S)o2)cc1	0.0	-1.2	-35.1	0.3
O=C(CC1Sc2ccc(C(F)(F)F)cc2NC1=O)Nc1ccc([N+](=O)[O-])cc1 (centres undefined)	0.1	-0.7	-2.3	2.4
COC(=O)CSc1nnc2c(C)cc3cc4c(cc3n12)OCCO4	0.0	1.4	2.0	8.2
O=c1cc(CO)oc(C(Nc2ccccn2)c2ccccc2F)c1O (centres undefined)	0.1	-1.0	-4.0	12.2
Cc1cnc(NC(=O)CSc2nnc(Cc3ccccc3)o2)s1	0.7	-0.8	9.2	15.8
COc1cccc(S(=O)(=O)Nc2ccccc2OC)c1	0.0	1.9	5.2	9.6
COCC(=O)N(C)C(Cc1ccc(F)cc1)C1CCN(C(=O)c2cn[nH]c2)CC1 (centres undefined)	-0.1	0.6	2.6	4.8
O=C(CSc1nnc(-c2ccccc2Cl)o1)Nc1ccc(F)cc1	-0.1	-0.7	-44.7	-2.1
CCOc1ccc(NC(=O)C2CC3CCC2C3)cc1 (centres undefined)	0.5	-1.1	-18.8	1.2
O=C(Nc1ccc(NS(=O)(=O)c2cccc([N+](=O)[O-])c2)cc1)c1ccccc1	0.0	1.3	7.6	-2.5
COc1cccc(NC(=O)c2c(Cl)nc(C)c(Cl)c2C)c1	0.2	0.8	4.3	10.0
CC1=NN2C(=N)/C(=C\c3cccn3-c3cccc([N+](=O)[O-])c3)C(=O)N=C2S1	0.0	0.3	1.3	0.2
O=C(O)CCCN1C(=O)/C(=C/C=C/c2ccccc2[N+](=O)[O-])SC1=S	-0.1	-1.4	-1.2	2.7
O=C(NC(=S)Nc1ccccn1)c1ccc(Cl)cc1	-0.2	-2.6	1.2	-6.0
CCC1SC2=NC(C)=C(C(=O)OC)C(c3ccc(SC)cc3)N2C1=O (centres undefined)	0.0	0.2	-4.2	5.0
CCOc1ccc(-c2c(C#N)c(N)nc3sc(C(=O)OC)c(N)c23)cc1	0.1	0.5	-3.4	-23.1
CCOc1ccc(Br)cc1S(=O)(=O)Nc1ccc(C(=O)O)cc1	0.1	0.8	13.2	4.3
CN1c2ccccc2Oc2nnc(N3CCN(C(c4ccccc4)c4ccccc4)CC3)cc21	-0.1	-0.8	-11.1	-9.1
COc1ccccc1-n1cc(CO)nn1	-0.1	0.4	-6.2	7.4
O=C(CN1CCN(Cc2ccc(F)cc2Cl)C1=O)NCc1ccc(Cl)cc1	0.2	-0.5	-0.6	-0.3
O=C(O)C1C(c2ccccc2)C(C(=O)N2CCCCC2)C1c1ccccc1 (centres undefined)	0.3	0.4	6.5	0.3
CCC(C)N1C(=O)C2C(C(=O)Nc3cccc(SC)c3)C3C=CC2(O3)C1C(=O)NC1CCCCC1 (centres undefined)	-0.1	0.0	-13.3	-1.3
O=c1oc2ccc(Cl)cc2cc1-c1nnc(-c2cccc(Br)c2)o1	0.8	-0.4	-0.5	13.0
CCCC(=O)Nc1sc2c(c1C#N)CCCCC2	0.0	0.5	-43.0	7.3
CN(C)C(=O)COC(=O)c1ccc([N+](=O)[O-])cc1	-0.1	-0.8	7.3	-9.3
CC(=O)Nc1ccc(NC(=S)NC(=O)c2oc3ccccc3c2C)cc1	0.0	-1.3	-5.4	10.1
O=C(Nc1ccc(Oc2ccccc2)cc1)c1ccc(F)c(S(=O)(=O)NCc2ccccc2Cl)c1	-0.1	1.0	40.9*	0.9
CC1=C(C(=O)N2CCOc3ccc(CN4CCN(c5ccccc5)CC4)cc3C2)OCCO1	-0.2	0.1	9.7	-6.3
CCOc1ccc2c(c1)CC(c1nc3ccc(-c4ccncc4)cc3[nH]1)CO2 (centres undefined)	0.0	0.0	-8.8	19.8
Cc1ccc(OCC(=O)Oc2coc(CSc3nc(C)cc(C)n3)cc2=O)cc1	-0.6	-2.5	-15.3	-1.2
Cc1cc(=O)oc2cc(NC(=S)NNC(=O)c3cccnc3)ccc12	0.1	-0.5	13.7	19.9
c1cc(NC2CCCNC2)n2ncc(-c3ccoc3)c2n1 (centres undefined)	0.1	1.0	-62.5	68.2*
c1ccc(CNc2ccnc(-c3ccccc3)n2)cc1	0.0	0.3	-10.5	-8.1
OCc1cccc(-c2cnc3ccc(NCc4cccc(Cl)c4)nn23)c1	0.0	-0.4	1.7	-13.5
Cc1ccc(C2CC(=O)NC(SCC(=O)Nc3ccc(F)cc3)=C2C#N)cc1 (centres undefined)	0.0	0.1	24.6	14.9
